Compound activity deposited in PubChem BioAssay by Sanford-Burnham Center for Chemical Genomics.
SENP1 inh – SENP1 (human) catalytic domain inhibition; Q9P0U3; inhibition, % at 10 µM; recombinant SENP1 catalytic domain, CyPet-SUMO1-YPet FRET cleavage; 360,000 tested, 0.21% active;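 active = inhibition at least 30% at 10 µM, raw YFP signal under a set limit, fluorescence ratio 0.5 to 1.5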;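 note: 0% = enzyme with DMSO and 100% = no enzyme wells; some results filed as inactive read as strong as hits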
Target sequence (Q9P0U3 419-644 limits assumed): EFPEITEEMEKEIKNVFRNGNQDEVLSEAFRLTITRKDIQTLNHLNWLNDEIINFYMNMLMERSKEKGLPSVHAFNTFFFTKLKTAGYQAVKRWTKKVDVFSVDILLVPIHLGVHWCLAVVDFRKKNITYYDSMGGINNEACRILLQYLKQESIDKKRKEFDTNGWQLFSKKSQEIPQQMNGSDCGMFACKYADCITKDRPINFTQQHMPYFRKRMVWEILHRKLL
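Material – human SENP1 catalytic domain · Input – SENP1 enzyme, 20 pM final · Compound dosing – single concentration of 10 µM compound, 0.5% DMSO final · Timing – enzyme reaction for 50 min at room temperature, dark · Measured by – FRET fluorescence in CFP and YFP emission channels · Control set – no-enzyme wells low, DMSO-plus-enzyme wells high control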
hIAP activ – increases human intestinal alkaline phosphatase activity; purified human IAP, CDP-Star luminescence, 30 min; stronger effect = higher value; 1 = vehicle-only enzyme, 0 = enzyme-free background; 330,000 tested, 0.16% active; activation factor at 10 µM; P09923;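 active = activation factor of the enzyme at least 2-fold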; note: the source names both 10 and 20 µM as test concentration; values of inactives mirror those of a sister screen read the other way
MPTP block – permeability transition pore inhibition | isolated mouse mitochondria, Ca2+ swelling absorbance, 30 min | inhibition, % at 10 µM | 360,000 tested, 1.4% active | AID 602449;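 active = inhibition of 50% or more, scaled per plate between neutral and stimulator controls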;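 note: 0% = DMSO wells given calcium and 100% = 1 mM EGTA wells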
ATG4B inh – inhibitors of human ATG4B cysteine protease. Q9Y4P1. ATG4B cleavage of LC3-PLA2, NBD-HPC fluorescence, 1 h. inhibition, % at 8.33 µM. 340,000 tested, 0.51% active. AID 504462; in the data active = inhibition above about 40%
Target sequence (Q9Y4P1 whole entry, looked up): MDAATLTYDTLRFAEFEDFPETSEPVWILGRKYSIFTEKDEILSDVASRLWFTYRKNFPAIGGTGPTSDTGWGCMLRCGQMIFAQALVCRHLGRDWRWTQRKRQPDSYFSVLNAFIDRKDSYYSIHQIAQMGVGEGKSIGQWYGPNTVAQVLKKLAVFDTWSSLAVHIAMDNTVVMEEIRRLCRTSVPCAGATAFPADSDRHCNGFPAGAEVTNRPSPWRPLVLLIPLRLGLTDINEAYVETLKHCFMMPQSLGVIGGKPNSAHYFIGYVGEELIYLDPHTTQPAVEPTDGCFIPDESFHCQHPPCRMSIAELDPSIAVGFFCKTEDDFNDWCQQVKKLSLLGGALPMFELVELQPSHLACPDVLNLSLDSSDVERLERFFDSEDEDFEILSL
SENP8 block – SENP8 (human) protease inhibition | 360,000 tested, 0.64% active | inhibition, % at 20 µM | recombinant SENP8, Nedd8 substrate fluorescence | Q96LD8; in the data active = inhibition mostly above about 40%, no sharp cut-off; inactive = mostly below about 27%
SENP6 block – SENP6 protease inhibition. AID 2599. Q9GZR1. 330,000 tested, 1.8% active. Recombinant SENP6 catalytic domain, aminoluciferin luminescence. inhibition, % at 10 µM;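 active = inhibition above about 50% at the single tested dose, limit read from the data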;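 note: plate controls were DMSO wells with enzyme for no effect and DMSO wells lacking enzyme for full effect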
Target sequence (Q9GZR1 628-1112 limits assumed): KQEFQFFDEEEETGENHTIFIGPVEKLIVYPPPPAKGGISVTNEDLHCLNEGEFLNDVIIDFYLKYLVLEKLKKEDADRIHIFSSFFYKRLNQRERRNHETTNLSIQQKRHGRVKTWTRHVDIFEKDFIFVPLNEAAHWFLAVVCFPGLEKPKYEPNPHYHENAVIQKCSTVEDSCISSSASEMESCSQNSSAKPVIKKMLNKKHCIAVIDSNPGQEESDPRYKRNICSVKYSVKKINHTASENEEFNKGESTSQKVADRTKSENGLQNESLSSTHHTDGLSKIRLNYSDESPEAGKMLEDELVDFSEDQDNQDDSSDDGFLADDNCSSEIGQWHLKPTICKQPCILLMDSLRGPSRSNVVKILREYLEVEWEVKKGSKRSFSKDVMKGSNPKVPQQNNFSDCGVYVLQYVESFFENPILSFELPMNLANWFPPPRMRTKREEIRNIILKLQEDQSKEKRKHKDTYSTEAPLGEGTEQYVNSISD
NR3A LBD binder – modulators (binders) of human NR3A ligand-binding domain; NR3A LBD differential scanning fluorimetry, Tm shift; 0% = protein alone, 100% = glycine-bound protein; AID 1259313; 340,000 tested, 2.5% active; Tm shift relative to glycine control, % at 25 µM;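 active = melting temperature shift of at least 10% of the positive control shift, at one fixed dose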
PfGluPho inh – PfG6PD (Plasmodium falciparum) enzyme inhibition; PfGluPho enzyme, NADPH resazurin-diaphorase fluorescence; inhibition, % at 20 µM; 350,000 tested, 0.78% active;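 active = inhibition reaching at least a set limit at 20 µM in the primary screen, cut at about 59% in these data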;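 note: 0% = DMSO wells with substrate and 100% = DMSO wells lacking glucose-6-phosphate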
* hit, by the source's call; x = no result given.

SMILES	SENP1 inh	hIAP activ	MPTP block	ATG4B inh	SENP8 block	SENP6 block	NR3A LBD binder	PfGluPho inh
C/C(=N/NC(=O)c1cccs1)c1ccco1	2.1	0.983	0.5	2.1	10.1	28.4	-2.4	-1.6
O=C(CSc1nc2ccccc2s1)N1CCOCC1	1.8	1.21	-1.6	-3.2	10.8	-9.1	1.2	7.9
CCc1ccc(NC(=O)COc2coc(CN3CCc4ccccc4C3)cc2=O)cc1	-7.5	1.16	0.0	-6.5	0.7	-20.2	-2.4	4.5
CCOc1ccc(OCCOCCN2CCCC2)cc1	-0.5	0.957	-0.6	-4.2	2.5	-3.3	1.6	-0.2
O=S(=O)(NCCCN1CCOCC1)c1ccc(Cl)cc1	0.3	1.18	-1.7	-4.6	12.6	-17.9	-0.4	-6.7
CC1CCc2nc3ccc(S(=O)(=O)N4CCC(C(=O)NCc5ccccc5Cl)CC4)cc3c(C(=O)O)c2C1 (stereo not given)	-65.2	1.02	-0.3	54.8*	-40.4	13.7	1.9	-17.0
COc1ccc(NC(=O)CN(C)C(=O)CSc2ccc(Br)cc2)cc1	0.3	0.999	-2.1	-9.1	5.5	-12.4	-4.8	9.0
CC(C)CN1CCC(CN2CCNC(=O)C2=O)CC1	-0.5	x	-0.6	x	7.4	x	-0.1	4.0
COc1ccc(Cn2cnc3c([N+](=O)[O-])c(C)c(C)cc32)cc1	2.5	1.03	10.4	-8.8	19.3	-0.9	-0.5	5.6
Cc1ccc(CN2CCN(C(=O)c3ccncc3)CC2)cc1	0.9	1.12	0.6	10.8	18.0	-2.0	-1.0	-14.4
Cc1ccc(S(=O)(=O)N2CCCCC2C(=O)O)s1 (stereo not given)	1.9	0.926	-0.8	-5.4	-12.2	3.8	-1.4	-14.6
O=C(CSc1nnc(CNC(=O)c2c(F)cccc2Cl)o1)NCc1ccc(F)cc1	2.1	1.07	-1.1	3.5	4.5	7.2	-4.8	-13.7
CCN(C[C@H]1N[C@@](C)(C(=O)OC)[C@H]2C(=O)N(C)C(=O)[C@@H]12)S(=O)(=O)c1ccccc1	0.2	1.1	-3.1	x	19.2	9.9	1.2	-10.2
O=C1CC(NCc2ccccc2)C(=O)N1c1ccc(F)cc1 (stereo not given)	1.5	1	0.1	-4.3	3.7	3.8	0.6	-2.9
CCOCCn1c(SCc2ccccc2)nc2c1c(=O)[nH]c(=O)n2C	3.0	1.14	-1.0	1.8	5.4	-36.9	-1.1	1.1
O=C(NC1CC1)C1CCC(=O)N1C1CCCC1 (stereo not given)	2.1	1.03	0.7	-3.9	17.3	-10.4	-0.5	9.5
Cc1ccc(CN2CCNC(=O)C2CC(=O)NCc2csc(C(C)C)n2)cc1 (stereo not given)	-10.4	1.16	0.4	13.8	-41.6	-8.6	2.2	-10.6
COc1ccc(CNC(=O)COC(=O)C(CCSC)NC(=O)c2ccco2)cc1OC (stereo not given)	0.6	1.02	-0.5	6.8	-1.2	-18.7	-0.2	-2.1
O=C(NCc1ccc(F)cc1)C1CCCN1S(=O)(=O)c1cccc2nsnc12 (stereo not given)	1.4	1.1	-2.1	4.2	7.3	6.9	0.1	-20.4
CN(c1ccccc1)S(=O)(=O)c1cccc(C(=O)Nc2ncn[nH]2)c1	2.8	1.88	5.5	-8.1	26.4	-19.9	0.5	10.5

Shown comma-delimited: 5 of the compounds above
SMILES,SENP1 inh,hIAP activ,MPTP block,ATG4B inh,SENP8 block,SENP6 block,NR3A LBD binder,PfGluPho inh
COc1ccc(CNC(=O)COC(=O)C(CCSC)NC(=O)c2ccco2)cc1OC (stereo not given),0.6,1.02,-0.5,6.8,-1.2,-18.7,-0.2,-2.1
O=C(NC1CC1)C1CCC(=O)N1C1CCCC1 (stereo not given),2.1,1.03,0.7,-3.9,17.3,-10.4,-0.5,9.5
O=C1CC(NCc2ccccc2)C(=O)N1c1ccc(F)cc1 (stereo not given),1.5,1,0.1,-4.3,3.7,3.8,0.6,-2.9
O=S(=O)(NCCCN1CCOCC1)c1ccc(Cl)cc1,0.3,1.18,-1.7,-4.6,12.6,-17.9,-0.4,-6.7
C/C(=N/NC(=O)c1cccs1)c1ccco1,2.1,0.983,0.5,2.1,10.1,28.4,-2.4,-1.6

Some of the entries so far, in markdown.
| compound | SENP1 inh | hIAP activ | MPTP block | ATG4B inh | SENP8 block | SENP6 block | NR3A LBD binder | PfGluPho inh |
| --- | --- | --- | --- | --- | --- | --- | --- | --- |
| O=C(CSc1nnc(CNC(=O)c2c(F)cccc2Cl)o1)NCc1ccc(F)cc1 | 2.1 | 1.07 | -1.1 | 3.5 | 4.5 | 7.2 | -4.8 | -13.7 |
| CN(c1ccccc1)S(=O)(=O)c1cccc(C(=O)Nc2ncn[nH]2)c1 | 2.8 | 1.88 | 5.5 | -8.1 | 26.4 | -19.9 | 0.5 | 10.5 |
| O=C1CC(NCc2ccccc2)C(=O)N1c1ccc(F)cc1 (stereo not given) | 1.5 | 1 | 0.1 | -4.3 | 3.7 | 3.8 | 0.6 | -2.9 |

3 compounds already listed, sorted by the value under hIAP activ, low to high.
| canonical_smiles | SENP1 inh | hIAP activ | MPTP block | ATG4B inh | SENP6 block | NR3A LBD binder | PfGluPho inh |
| --- | --- | --- | --- | --- | --- | --- | --- |
| COc1ccc(CNC(=O)COC(=O)C(CCSC)NC(=O)c2ccco2)cc1OC (stereo not given) | 0.6 | 1.02 | -0.5 | 6.8 | -18.7 | -0.2 | -2.1 |
| O=C(CSc1nnc(CNC(=O)c2c(F)cccc2Cl)o1)NCc1ccc(F)cc1 | 2.1 | 1.07 | -1.1 | 3.5 | 7.2 | -4.8 | -13.7 |
| Cc1ccc(CN2CCN(C(=O)c3ccncc3)CC2)cc1 | 0.9 | 1.12 | 0.6 | 10.8 | -2.0 | -1.0 | -14.4 |

Carrying on.
SMILES	SENP1 inh	hIAP activ	MPTP block	ATG4B inh	SENP8 block	SENP6 block	NR3A LBD binder	PfGluPho inh
O=C(/C=C/c1ccc2c(c1)OCO2)Nc1ccc(Cl)cn1	-0.7	0.86	1.4	0.2	-372.9	3.8	-16.2	19.5
CC(=O)Cc1nsc(NC(=O)c2oc(-c3ccccc3Cl)cc2C)n1	0.0	0.943	3.7	-10.2	-179.1	0.1	-2.0	36.3
CCOc1ncccc1C(=O)NNC(=O)c1cccc(S(=O)(=O)Nc2ccccc2OC)c1	-0.4	0.88	3.7	-4.7	14.7	5.8	-0.7	-22.8
C[C@H]1CN([C@@H](C)CO)C(=O)c2cc(Br)cnc2O[C@H]1CN(C)Cc1ccc(Oc2ccccc2)cc1	-3.9	x	-2.5	x	6.8	x	x	10.8
COc1ccc(OC)c(NC(=O)Nc2nnc(N3CCCCC3C)s2)c1 (stereo not given)	3.8	0.846	2.3	-10.0	9.4	-9.6	-0.5	16.3
O=C(Nc1cccc(S(=O)(=O)N2CCOCC2)c1)c1cccc(S(=O)(=O)N2CCCCC2)c1	0.9	0.996	-0.6	-6.3	8.1	-12.9	-1.0	10.6
O=C(Cc1ccc(F)cc1)NC1CCCCCC1	-0.1	1.12	-0.6	-1.1	10.6	-0.3	-0.2	-18.8
CN(C(=O)COC(=O)C1CCN(S(=O)(=O)c2c(Cl)cccc2Cl)CC1)c1ccccc1	0.5	0.891	-0.5	-4.1	13.2	-12.9	0.9	-19.4
Cc1cc(C)n2nc(-c3cnn(C)c3C(F)(F)F)cc2n1	5.7	1.14	5.2	6.0	-145.4	12.1	-0.5	10.0
O=C(Cc1n[nH]c(=O)c2ccccc12)NC(c1ccccc1)c1ccccc1	-0.9	0.831	2.4	-1.6	24.4	-4.1	-1.2	11.6
COc1ccc(N/C(N)=N/c2nc(C)cc(=O)[nH]2)cc1	2.3	0.967	0.0	-0.5	12.6	11.1	-0.2	-14.6
O=[N+]([O-])c1cc(-c2ccc(/C=N/c3nc4ccccn4c3-c3ccco3)o2)ccc1Cl	-42.0	0.875	4.5	-8.2	-338.7	-15.8	-3.0	27.5
O=C(NCCN1CCOCC1)c1ccc(S(=O)(=O)Nc2ccccc2)cc1	-0.7	1.06	0.3	-1.4	6.4	-13.1	-0.2	-8.4
O=C(NC(=S)NNC(=O)c1ccccc1O)c1ccccc1	2.9	2.14*	3.3	13.8	16.5	20.9	-7.3	-31.1
CCOc1ccccc1NC(=O)CN1CCC(C(=O)c2ccc(OC)cc2)CC1	0.6	1.1	1.8	-8.2	2.3	4.5	-2.7	-3.5
CN(C)CCCNC(=O)c1ccc(CN(c2ccccc2)S(C)(=O)=O)cc1	2.3	1.09	0.3	-11.0	28.0	4.0	0.8	-14.5
O=C1c2cccc3c([N+](=O)[O-])ccc(c23)C(=O)N1CCc1ccccn1	-35.8	1.11	4.9	-2.9	-427.9	4.9	0.0	30.9
COC(=O)CC1C(=O)NCCN1C(=S)NC(=O)CCc1ccccc1 (stereo not given)	1.6	1.04	-0.3	1.8	4.4	-4.5	-10.0	-15.8
CCOC(=O)c1sc(NC(=O)CSc2nnnn2-c2ccc(C)cc2)c(C(=O)OCC)c1C	10.8	1.14	0.3	5.4	16.2	-27.0	2.1	3.0
COc1ccc(S(=O)(=O)NCc2ccccn2)cc1NC(=O)c1ccccc1	1.5	1.04	0.0	-13.8	6.5	-6.8	0.8	12.2
Cn1c(=O)c2cc3ccccc3nc2n(C)c1=O	0.2	1.03	0.3	-1.0	-415.0	1.8	-0.4	-7.8
NC(=O)c1ccsc1NC(=O)COC(=O)c1ccc(Cl)cc1	-6.7	0.86	1.2	-7.8	12.5	2.0	-15.6	2.0
O=c1c(-c2ccccc2)c(O)c2ccccc2n1-c1ccccc1	3.1	0.928	-0.8	5.4	-302.2	-4.5	-0.7	10.9
C[n+]1cnn2c1SCC1(COC1)C2	1.9	1.14	0.5	-2.5	7.1	-2.6	-5.0	-5.4
CCOc1cc(/C=N/NC(=O)CSc2nncn2C)ccc1OCc1ccccc1	2.9	0.814	2.1	0.6	10.4	13.1	-5.4	-9.0
Cn1c(CNC(=O)c2ccccc2F)cc2ccccc21	-0.3	0.899	-0.8	-5.8	0.0	0.6	1.6	10.5
Nc1nnc(-c2ccc(F)cc2)s1	-8.7	1.11	-1.7	-4.3	-14.0	-7.7	2.2	-11.5
Cc1cc(C(F)(F)F)c(C#N)c(SCC(=O)Nc2nc3ccccc3s2)n1	57.3	0.983	63.2*	-5.0	19.3	80.4*	12.2*	2.4
CC(C)(C)c1nc2ccccc2[nH]1	-0.5	0.938	2.0	2.5	17.0	-13.8	-2.7	-1.3
CCCCN(C)CCCNC(=O)CN1C(=O)CSc2ccc(S(=O)(=O)N3CCOCC3)cc21	2.8	0.91	-1.9	3.6	10.2	-7.9	-1.0	-14.8
C=CCn1c(SCc2cc(=O)n3ccsc3n2)nc2cc(Cl)ccc2c1=O	0.2	0.843	-1.3	-7.2	0.7	-1.8	-2.0	11.0
O=C(CN1C(=O)S/C(=C\C=C\c2ccccc2)C1=O)N1CCCCC1	0.0	1.03	0.6	3.1	-80.5	-4.0	1.5	6.9
CCOC(=O)N1CCC(N2C(=O)c3ccc(C(=O)Nc4ccc(OC)c(OC)c4)cc3C2=O)CC1	1.8	0.998	0.3	10.5	12.8*	14.5	-1.3	12.0
C[C@@H]1CN([C@H](C)CO)C(=O)Cc2cc(NC(=O)Cn3cnnn3)ccc2O[C@@H]1CN(C)Cc1ccc(Cl)c(Cl)c1	-1.1	0.978	0.0	-15.8	4.5	-15.9	-0.6	4.0
O=C1CCc2cc(S(=O)(=O)N3CCN(Cc4ccc5c(c4)OCO5)CC3)ccc2N1	-5.8	0.954	2.2	0.8	6.1	-6.5	-0.5	2.1
Cc1cccc(OCCNC(=O)c2cncc(Br)c2)c1	2.0	1.09	0.5	-5.7	6.8	-1.0	0.7	-21.6
CCOC(=O)c1ccc(Oc2nc(NC)nc(Nc3ccccc3)n2)cc1	3.5	1.02	2.2	-4.2	16.9	-8.6	-13.2	14.5
COc1ccc(CNc2nc3nc(C)cc(C)n3n2)cc1OC	1.3	1.1	-0.8	3.6	-3.9	-17.1	-0.5	-12.2
CC1C=CC(C)C(C(=O)c2ccccc2)C1C(=O)c1ccccc1 (stereo not given)	0.9	x	2.0	x	11.8	x	x	8.2
c1ccc(-c2nnc(-c3ccco3)o2)cc1	0.1	0.965	-0.8	1.7	-77.7	46.9	2.1	9.4
